Screens as filed in PubChem BioAssay.
SK-BR-3 tox 24h: SK-BR-3 proliferation inhibitors, primary screen, cell-based, human, 24 h | SK-BR-3 viability, CellTiter-Glo ATP luminescence; hits give low values | 0.47% of 41,000 active | viability, % at 10 µM | AID 847, 2007;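 active = viability at or below the median of all test compounds minus 3 SD, in both replicates if run twice, cut at about 45% in these data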;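 note: 100% = median untreated cell wells and 0% = median positive control drug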
* hit, by the source's call.

SMILES | SK-BR-3 tox 24h
CC(c1ccccc1F)n1cc(C(=O)NCCc2ccco2)nn1 (stereo not given) | 77.7
COc1ccc(C(=O)c2ccc(N(C)C)cc2)c(OC)c1 | 68.6
COC(=O)c1[nH]c2c(c1C)C(=O)CC(c1cccs1)C2 (stereo not given) | 76.2
O=C(c1cccc(Br)c1)N1CCN(C(=O)N2CCCCC2)CC1 | 79.4
O=C(CCn1nnc2ccccc21)Nc1nnc(Cc2ccccc2)s1 | 72.0
Cc1ccc(C)c(N2CC(=O)N(c3cc(C)ccc3C)CC2=O)c1 | 105.3
CCC(C(=O)NC1CCCCC1)N(CC1CCCO1)C(=O)CNS(=O)(=O)c1ccc(OC)cc1 (stereo not given) | 125.6
COc1ccc(CCN2CNc3c(c(=O)n(C)c(=O)n3C)C2)cc1OC | 73.4
COc1ccc2cnn(Cc3ccccc3)c(=O)c2c1OC | 96.7
COC(=O)c1ccc(NC(=O)CN(C)S(=O)(=O)c2ccc(OC)c(C)c2)cc1 | 95.9
Cc1cc(C)n(-c2nc3ccccc3nc2N2CCN(C(=O)c3ccccc3)CC2)n1 | 73.6
COCCCn1c(SCC(=O)N(C)C)nnc1-c1ccccc1 | 77.5
Cc1cc(C)c2c(=O)[nH]c(SCC(=O)N3CCCCC3)nc2n1 | 87.2
COc1ccc(-c2cc(C(=O)NCCc3ccccc3)no2)cc1OC | 80.3
N#Cc1c(NCCCO)nc(-c2ccccc2)c2c1CCCC2 | 71.9
CC(=NCc1ccccc1)C1=C(O)COC1=O | 83.2
c1ccc(Cn2ncc3c2ncn2nc(-c4ccncc4)nc32)cc1 | 94.6
CCOc1ccc(C(=O)Nc2c(C(N)=O)oc3ccccc23)cc1 | 95.3
Cc1ccc(Cn2ccc(NC(=O)c3cc(-c4cccs4)on3)n2)cc1 | 74.6
N#Cc1nc(COc2ccc(Br)cc2)oc1N1CCCC1 | 84.9
CCOC(=O)C1CCN(C(=O)Cn2cc(C#N)c3ccccc32)CC1 | 86.6
CCNc1nc(C)c2cc(Br)c(=O)n(CC)c2n1 | 83.0
COc1ccccc1C(=O)N1CCN=C1SCc1cccnc1 | 54.6
CCOC(=O)COc1ccc(S(=O)(=O)NCc2ccncc2)cc1 | 84.0
Cc1ccc(SCCC(=O)N2CCCC2)cc1 | 89.8

The results go on:
SMILES | SK-BR-3 tox 24h
CCCCC(C(=O)O)C(C)CC(=O)Nc1ccn(-c2ccccc2)n1 (stereo not given) | 97.8
COc1cccc(C2C(C(=O)OC(C)C)=C(C)Nc3ncnn32)c1 (stereo not given) | 98.8
N#C/C(=C\Nc1ccc2c(c1)OCCO2)c1nc2ccccc2[nH]1 | 82.4
Cc1ccc(C)c(S(=O)(=O)C(C#N)c2nc3ccccc3nc2N2CC(C)OC(C)C2)c1 (stereo not given) | 79.3
COc1ccc(OC)c(NC=C2C(=O)OC(C)(C)OC2=O)c1 | 93.7
CN1CCc2ccccc2C1C1CCNCC1 (stereo not given) | 97.0
O=C1CC(N2CCOCC2)C(=O)N1c1cccc(Cl)c1 (stereo not given) | 85.3
CCOC(=O)C1CCN(C(C(=O)Nc2ccc3c(c2)OCCO3)c2ccccc2)CC1 (stereo not given) | 80.0
NC(=O)C1CCN(C(=O)CN2CCc3ccccc32)CC1 | 90.0
CCN(CC)S(=O)(=O)c1ccc(NC(=O)Cn2c(=O)oc3ccccc32)cc1 | 93.1
CCN(CC)S(=O)(=O)c1ccc2oc(C(=O)N3CCCCCC3)c(C)c2c1 | 119.5
CC(C)OCCCn1c(=N)c(C(N)=S)cc2c(=O)n3ccccc3nc21 | 56.1
COc1ccc(S(=O)(=O)N2CCCC2C(=O)Nc2nccs2)cc1 (stereo not given) | 83.0
CCCC(c1nnnn1C(C)(C)CC)N(CCCO)Cc1cc2cc(C)cc(C)c2[nH]c1=O (stereo not given) | 118.6
CCOC(=O)C1=C(N)OC2=C(C(=O)CCC2)C1c1cccs1 (stereo not given) | 110.0
CCCOC(=O)CSc1nc(N)c(C#N)c(CC)c1C#N | 80.8
COc1ccc(OCc2nn3c(-c4ccccn4)nnc3s2)cc1 | 93.1
CCOC(=O)c1c(C)oc2c1cc(O)c1ccccc12 | 89.5
COc1ccc(Cc2n[nH]c(=O)c3ccccc23)cc1OC | 95.5
CCCc1cc(=O)[nH]c(SCc2ccccc2)n1 | 84.5
O=C(Nc1ccc(CN2CCOCC2)cc1)c1ccc(-c2ccc(Br)cc2)o1 | 77.9
CCC(=O)Nc1ccc(Cl)c(NC(=O)c2cccnc2)c1 | 104.7
CC(C)(C)N(Cc1cc2ccccc2[nH]c1=O)C(=O)C1CCCCC1 | 93.8
CCC(NC(=O)NCc1ccc2c(c1)OCO2)(C(F)(F)F)C(F)(F)F | 82.2
O=C(O)CCn1nnc(-c2cccs2)n1 | 81.9

(continued)
SMILES | SK-BR-3 tox 24h
O=C(O)c1cc(-c2ccc(Cl)cc2)n[nH]1 | 93.8
CCN(CC)c1ccc(NC(=O)c2cncc(Br)c2)cc1 | 87.3
Cn1c(=O)c2c(nc(CN3CCCCC3)n2CCc2ccccc2)n(C)c1=O | 75.4
CC(=O)NC(Cc1ccc(F)cc1)C(=O)NC1CCN(c2nnnn2-c2ccccc2)CC1 (stereo not given) | 87.5
CCOc1ccc(C2C(C(=O)O)c3ccccc3C(=O)N2CCN2CCOCC2)cc1 (stereo not given) | 106.2
COc1ccc(CNC(=O)c2ccc(CN3CCOCC3)cc2)cc1 | 97.9
CCOC(=O)c1sc(-c2ccc(OC)cc2)cc1N | 127.4
O=S(=O)(c1ccc(-c2ccccc2)cc1)N1CCOCC1 | 95.6
CC1(C)C2CC=C(/C=N/n3cnnc3)C1C2 (stereo not given) | 76.0
O=C(CN(C1CCCCC1)S(=O)(=O)c1ccccc1)NCc1cccnc1 | 81.9
CCN(C(=O)C1CCCCC1)c1nnc(-c2cccnc2)s1 | 111.8
C=CCOC(=O)C1C(=O)CC(C)(O)C(C(=O)OCC=C)C1c1ccc(OCC)cc1 (stereo not given) | 66.5
c1ccc(-c2nc(C3CCCCC3)no2)cc1 | 93.4
Cc1oc2c(c1C(=O)NCc1cc(C(=O)O)co1)CCCC2 | 94.2
CCn1c(SCC(=O)Nc2nnc(C)s2)nnc1-c1ccco1 | 98.0
CCCCn1nnnc1NCc1ccc(N2CCCC2)cc1 | 83.2
COc1ccc(C)cc1NC(=O)CSc1nnc(-c2ccc(OC)c(OC)c2)n1N | 103.9
CCc1nnc(SCc2ccc(OC)c(Br)c2)n1N | 84.9
O=C(NC1CCN(Cc2ccccc2)CC1)C1COc2ccccc2O1 (stereo not given) | 85.3
Cc1cc(Cl)ccc1OCc1nc(-c2ccc(O)cc2)n[nH]1 | 92.7
Cc1ccc(S(=O)(=O)CC2CSc3nnc(C)c(=O)n32)cc1 (stereo not given) | 100.4
COCCNC(=O)CN(C(=O)CCC(=O)Nc1ccccn1)c1ccc(F)cc1 | 113.8
O=C1CC(N2CCN(c3nc4ccccc4s3)CC2)C(=O)N1c1ccc(F)cc1 (stereo not given) | 95.2
COc1ccc(NCC(=O)Nc2ccc(Cl)cc2C)c(OC)c1 | 87.9
CN1CCc2c(C#N)c(N3CCCCC3)nc(NCc3ccccc3)c2C1 | 66.0

(cont.)
SMILES | SK-BR-3 tox 24h
CCOc1cc(C)c(S(=O)(=O)Nc2ccc(Cl)cn2)cc1C | 87.2
O=c1cc(CN2CCN(Cc3ccccc3)CC2)c2cc(Cl)ccc2o1 | 67.5
CCCC(=O)Nc1c2c(nn1-c1ccc(OC)cc1)CS(=O)C2 (stereo not given) | 97.5
COc1ccc(C(=O)N2CCN(c3nc4cc(C)ccc4cc3C#N)CC2)c(OC)c1 | 92.9
CCOc1ccc(N2C(=O)CC(Sc3nc(C)cc(C)n3)C2=O)cc1 (stereo not given) | 105.7
COc1ccc(CC(=O)N2CCN(C(=O)Cc3ccc(OC)cc3)CC2)cc1 | 108.2
CCCOC(=O)C1=C(C)NC2=C(C(=O)CCC2)C1c1ccc(N(C)C)cc1 (stereo not given) | 98.6
CCC(=O)Nc1cc(-c2nn3c(C)nnc3s2)ccc1C | 85.0
CCn1nnc(-c2ccccc2NC(=O)c2ccc(-n3cnnn3)cc2)n1 | 89.7
CCN(C(=O)c1sc(N)c(C#N)c1C)C1CCCCC1 | 99.4
COc1ccc(-c2cn3cc(Cl)ccc3n2)cc1OC | 67.3
CSc1ncccc1C(=O)OCc1ccccc1 | 72.7
CCOC(=O)CCc1c(C)nc2cc(C3CCCN(C(=O)OC(C)(C)C)C3)[nH]n2c1=O (stereo not given) | 87.6
CC1=C(C(N)=O)C(c2ccccn2)n2nc(SCc3ccccc3Cl)nc2N1 (stereo not given) | 125.8
COC(=O)C(NC(=O)c1ccc(F)cc1)(Nc1nc(C)cs1)C(F)(F)F (stereo not given) | 67.5
COc1cc(-c2c(C#N)c(N)nc3c2CCCC3)cc(OC)c1OC | 95.3
CCOc1ccc(-c2nnn(CC(=O)Nc3cc(OC)ccc3OC)n2)cc1OCC | 88.3
COCCn1nnnc1C(c1cc2ccc(OC)cc2[nH]c1=O)N1CCc2ccccc2C1 (stereo not given) | 95.0
CC(=O)C1(C)OC(N)=C(C#N)C(c2ccccc2)C1(C#N)C#N (stereo not given) | 82.0
COC(=O)c1ccc(C2/C(=C(/O)c3ccc(OC)cc3)C(=O)C(=O)N2CC2CCCO2)cc1 (stereo not given) | 113.5
Cc1cc(C(=O)NCc2ccc(S(N)(=O)=O)cc2)cs1 | 82.6
COC(=O)c1ccccc1NC(=O)n1cc(C)cn1 | 108.3
CCCc1cc(=O)n2c(nc3ccccc32)[nH]1 | 78.4
Cn1c(=O)c2c(ncn2Cc2cccc(Cl)c2)n(C)c1=O | 86.3
CC(C)CNC(=O)c1c(N)n(/N=C/c2cccnc2)c2nc3ccccc3nc12 | 98.4

The listing continues.
SMILES | SK-BR-3 tox 24h
Cc1ccc(S(=O)(=O)N=C2SCCCS2)cc1 | 73.3
COc1ccc(C2C(C#N)=C(/N=C/N3CCN(C)CC3)OC3=C2C(=O)CC(C)(C)C3)cc1OC (stereo not given) | 88.6
O=C(O)c1ccc(COc2ccc(Cl)cc2)o1 | 97.0
CCOC(=O)c1nn(-c2ccccc2)c(C#N)c1NC(=O)c1nn(CC)cc1Br | 74.5
CC(=O)N(CC(C)(C)CC=C(C)C)c1ccccc1 | 81.8
CC1CN(c2oc(-c3cccs3)nc2C#N)CC(C)O1 (stereo not given) | 84.3
N#C/C(=N\O)c1nc(-c2ccccc2)cs1 | 73.1
Cc1occc1C(=O)Nc1cc(C(F)(F)F)ccc1Cl | 72.9
CCCCC(=O)Nc1cccc(NC(=O)c2ccc(Br)o2)c1 | 91.2
CCOC(=O)C1=C(c2ccccc2)Nc2ncnn2C1c1cc(OC)cc(OC)c1OC (stereo not given) | 84.2
Cc1ccc(C(=O)Nc2cccc(C(=O)O)c2)cc1S(=O)(=O)N1CCCCC1 | 85.3
CCN1CCCC1CNS(=O)(=O)c1cc(Br)cc2c1N(C(=O)C1CC1)CC2 (stereo not given) | 113.4
CNc1nc(C)nc(-n2nc(C)cc2C)n1 | 90.1
Cc1ccc(N2CC(C)Cn3c2nc2c3c(=O)n(CC(=O)OCc3ccccc3)c(=O)n2C)cc1C (stereo not given) | 93.7
COC(=O)c1ccc(NC(=O)Cc2ccccc2)cc1 | 92.3
CCOC(=O)c1ccccc1NC(=O)c1ccccc1NS(C)(=O)=O | 87.0
CSc1ccc(S(=O)(=O)Nc2ccc(NC(C)=O)cc2)cc1 | 90.8
CCOC(=O)Cc1nn(C)c(=O)c2ccccc12 | 109.2
CCCOc1ccc(-c2nnn(CC(=O)Nc3cccc(C(=O)OC)c3)n2)cc1 | 95.0
O=C(c1ccc(Br)o1)N1CCN(c2ccccc2F)CC1 | 75.5
COc1cc2c(=O)n(CC3CCCO3)c(=O)n(CC(=O)Nc3cccc(Cl)c3)c2cc1OC (stereo not given) | 83.5
CN(C)CCN(Cc1ccccc1)c1ccccn1 | 103.9
CC[N+](C)(C)Cc1ccccc1Br | 87.7
CC1(C)Cc2ccccc2-c2nnc(SCC(=O)N3CCN(c4ccccc4)CC3)n21 | 93.0
COC(=O)c1[nH]c2cc(OC)ccc2c1NC(=O)CN1CCOCC1 | 92.8

(listing goes on)
SMILES | SK-BR-3 tox 24h
CCOC(=O)c1ccc(NC(=O)CN2CCc3ccccc3C2)cc1 | 71.6
O=C(CCC(=O)OCC(=O)c1ccccc1)NC1CCCCC1 | 95.5
N#CC1=C(N)Oc2c(oc(CO)cc2=O)C1c1cccs1 (stereo not given) | 115.9
CCc1ccc(N2C(=O)C3ON(c4ccccc4)C(c4ccco4)C3C2=O)cc1 (stereo not given) | 128.0
C=CCOC(=O)c1sc(NC(=O)c2ccco2)nc1C | 106.8
O=C(CCC1COc2ccccc2O1)N1CCCC1 (stereo not given) | 91.4
CCOc1ccccc1NC(=O)c1ccc2nccnc2c1 | 124.5
COc1ccc(NC2CS(=O)(=O)CC2NCc2ccco2)cc1 (stereo not given) | 100.8
CCOC(=O)CNC(=O)c1cn(CC)c(=O)c2cc(OC)c(OC)cc12 | 94.0
O=C(COc1nc2ccccc2nc1N1CCOCC1)N1CCc2ccccc21 | 72.3

These rows are one share of the data (hit frequency here may not be typical).
